Source: PubChem BioAssay (several laboratories)
NCOA1 inh – inhibits human SRC1 coactivator | AID 588354 | inhibition, % at 3.6 µM | 360,000 tested, 0.12% active | Q15788 | HEK293 GAL4-SRC1 luciferase reporter, luminescence;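 active means inhibition above the campaign mean plus 3 SD, with each screening campaign given its own cutoff, cut at about 60% in these data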;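 further: 0% = DMSO treated cells and 100% = gossypol at 36 µM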
NCOA3 inh – inhibitors of human steroid receptor coactivator 3 (SRC3) | 360,000 tested, 0.17% active | inhibition, % at 3.6 µM | Q9Y6Q9 | HEK293 GAL4-SRC3 luciferase reporter, luminescence;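 active means inhibition above a per-campaign cutoff, the mean of all compounds plus 3 SD, cut at about 60% in these data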;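 further: 0% = DMSO-treated cells and 100% = gossypol-treated cells at 36 µM; higher means less SRC3-driven luciferase light from the GAL4 reporter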
Target sequence (Q9Y6Q9 whole entry, looked up, the tested form may be a part): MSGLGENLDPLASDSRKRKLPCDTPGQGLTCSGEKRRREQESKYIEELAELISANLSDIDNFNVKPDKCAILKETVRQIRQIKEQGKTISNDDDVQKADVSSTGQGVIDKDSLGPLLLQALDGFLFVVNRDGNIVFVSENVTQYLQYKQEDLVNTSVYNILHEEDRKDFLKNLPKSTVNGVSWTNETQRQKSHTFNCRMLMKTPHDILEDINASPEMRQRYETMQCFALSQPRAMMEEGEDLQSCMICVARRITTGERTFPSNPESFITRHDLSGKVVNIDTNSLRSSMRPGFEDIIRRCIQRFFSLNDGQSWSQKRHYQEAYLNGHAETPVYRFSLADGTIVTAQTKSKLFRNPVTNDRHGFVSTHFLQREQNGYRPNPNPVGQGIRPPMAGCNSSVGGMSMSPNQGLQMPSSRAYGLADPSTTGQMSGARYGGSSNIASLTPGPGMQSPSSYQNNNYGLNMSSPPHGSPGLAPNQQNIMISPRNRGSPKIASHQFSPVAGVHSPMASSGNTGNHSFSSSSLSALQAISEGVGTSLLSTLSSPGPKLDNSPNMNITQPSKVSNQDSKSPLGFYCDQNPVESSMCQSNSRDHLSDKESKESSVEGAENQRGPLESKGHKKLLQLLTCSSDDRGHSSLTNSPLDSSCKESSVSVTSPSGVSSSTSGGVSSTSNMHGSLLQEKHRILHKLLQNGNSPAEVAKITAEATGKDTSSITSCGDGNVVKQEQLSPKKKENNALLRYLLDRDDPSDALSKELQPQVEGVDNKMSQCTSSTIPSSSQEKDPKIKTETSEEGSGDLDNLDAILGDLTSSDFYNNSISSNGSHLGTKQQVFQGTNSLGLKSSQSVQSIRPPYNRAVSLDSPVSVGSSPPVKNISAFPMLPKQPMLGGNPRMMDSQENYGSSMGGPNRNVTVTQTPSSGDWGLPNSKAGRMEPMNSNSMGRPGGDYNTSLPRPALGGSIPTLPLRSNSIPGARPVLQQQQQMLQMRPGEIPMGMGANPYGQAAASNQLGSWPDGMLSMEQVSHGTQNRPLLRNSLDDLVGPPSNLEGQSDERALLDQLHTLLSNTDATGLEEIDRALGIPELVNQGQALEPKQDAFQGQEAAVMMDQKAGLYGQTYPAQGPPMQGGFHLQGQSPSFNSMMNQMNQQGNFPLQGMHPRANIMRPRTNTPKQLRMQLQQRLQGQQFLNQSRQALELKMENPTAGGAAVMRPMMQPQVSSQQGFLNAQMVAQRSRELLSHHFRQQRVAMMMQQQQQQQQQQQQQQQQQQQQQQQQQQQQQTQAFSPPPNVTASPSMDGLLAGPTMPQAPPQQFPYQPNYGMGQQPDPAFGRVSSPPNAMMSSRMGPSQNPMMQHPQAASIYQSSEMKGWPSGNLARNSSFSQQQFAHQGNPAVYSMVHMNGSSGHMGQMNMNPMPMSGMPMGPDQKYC
Vif inh – blocks HIV Vif function; HEK293T cells, Vif self-association by quenched fluorescence, imaging, 24 h; inhibition, % at 7.49 µM; 340,000 tested, 0.35% active; AID 602346; in the data active means inhibition above about 50%, passing the limit was not always enough; further: some results filed as inactive read as strong as hits
SRC2 inh – inhibits human steroid receptor coactivator 2. Q15596. HEK293 GAL4-SRC2 luciferase reporter, luminescence. inhibition, % at 9 µM. 370,000 tested, 0.17% active;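 active means inhibition above the mean inhibition of all tested compounds plus 3 SD, set per campaign, cut at about 52% in these data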;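 further: 0% = DMSO treated cells and 100% = cells given Gossypol at 36 µM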
LRH-1 inv ag – inverse agonists of human LRH-1 (NR5A2); O00482; HEK293T StAR-luciferase reporter, LRH-1 transfected, 24 h; inhibition, % at 3.6 µM; 360,000 tested, 0.13% active;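 active means inhibition above the mean inhibition of all tested compounds plus 3 SD, cut at about 73% in these data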;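 further: 0% = DMSO wells and 100% = reporter-only cells lacking LRH-1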
NOD2 RIPK2 PPI – blocks binding of human NOD2 to RIPK2; O43353; CHO BLA complementation NOD2-RIPK2, CCF4 ratio; inhibition, % at 4.98 µM; 360,000 tested, 0.38% active; AID 624267; in the data active means inhibition above about 21%;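 further: 0% = vehicle only and 100% = reference blocker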
TLR9-MyD88 inh – blocks human TLR9 binding to MyD88; CHO BLA complementation TLR9-MyD88, CCF4 FRET ratio; inhibition, % at 4.98 µM; 340,000 tested, 0.21% active; AID 504734;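 active means inhibition above the mean over all tested compounds plus 3 SD, cut at about 21% in these data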;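 further: 0% = DMSO only wells and 100% = clavulanate BLA inhibitor control wells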
TROY signal inh – inhibitors of TROY-dependent NF-kB signaling; Q293 LMP1-TROYcd NF-kB luciferase reporter, 4 h; inhibition, % at 10 µM; 360,000 tested, 0.98% active; AID 1347056;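 active means compounds whose plate-normalised and pattern-corrected inhibition of the luciferase reporter signal at the single screening dose is 50% or more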
TRAIL sens C8 – sensitizes caspase-8 expressing cells to TRAIL; 360,000 tested, 1% active; NB7+C8 cells + TRAIL, ATPlite viability luminescence; inhibition (viability loss, TRAIL sensitization), % at 10 µM;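 active means compounds causing at least 50% loss of cell viability in the single-dose screen, relative to plate controls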
NR2F2 inh – blocks human COUP-TFII nuclear receptor. HEK293T NGFI-A luciferase reporter, luminescence. AID 686940. inhibition, % at 8.6 µM. 370,000 tested, 0.7% active. P24468;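 active means inhibition above a per-plate cutoff, mean inhibition of test wells between control levels plus 3 SD, cut at about 38% in these data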;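 further: cells cotransfected with COUP-TFII expression vector driving the NGFI-A reporter; 0% = median of COUP-TF2 test wells and 100% = reporter-only cells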
LMP1 NFkB inh – reduces LMP1-driven NF-kappaB luciferase signal | 350,000 tested, 0.69% active | AID 504558 | LMP1-induced NF-kappaB luciferase reporter cells, luminescence | inhibition, % at 12.5 µM; in the data active means inhibition above about 41%;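 further: 0% = neutral control wells and 100% = reference inhibitor control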
An asterisk follows results filed as active; . = not tested or not shown.

no.	Compound	TROY signal inh	TRAIL sens C8	NR2F2 inh	SRC2 inh	Vif inh	NOD2 RIPK2 PPI	NCOA3 inh	LMP1 NFkB inh	NCOA1 inh	TLR9-MyD88 inh	LRH-1 inv ag
1	COc1ccc(N2CCCn3c2nc2c3c(=O)n(CCN3CCOCC3)c(=O)n2C)cc1	26	-6	-7	9	9	-9	0	4	-10	-11	14
2	COc1ccc(Cl)cc1C(Nc1cccnc1)c1ccc2cccnc2c1O (stereo not drawn)	-7	39	-21	6	-1	10	18	9	22	-1	2
3	Cc1ccc(C)c(OCC(=O)Nc2cc(NC(=O)COc3cc(C)ccc3C)cc(C(=O)O)c2)c1	-22	9	18	-36	1	3	-1	4	4	-4	0
4	CC(=O)N1CCN(S(=O)(=O)c2c(F)cc(F)c(Cl)c2F)CC1	-11	0	17	0	-4	-2	13	-10	-40	11	9
5	Cc1cccc(NS(=O)(=O)c2cc(C(=O)N3CCCCCC3)ccc2C)c1	16	17	16	23	-3	-1	23	6	24	-6	7
6	NC(=O)CCS(=O)(=O)c1ccccc1	-3	-7	-10	-24	4	-4	10	1	3	-3	-1
7	Oc1c(C(c2cccc(F)c2)N2CCN(Cc3ccccc3)CC2)sc2ncnn12 (stereo not drawn)	-16	-6	29	-10	1	3	-6	-3	-2	-2	1
8	C[C@]12CCC(=O)CC1CCC1C2CC[C@@]2(C)C1CC[C@@]21CCO1 (stereo partly drawn)	11	3	30	-15	8	2	4	2	-9	-2	-5
9	Cc1ccc(NC(=S)C2=C(O)c3sccc3N(C)S2(=O)=O)cc1	-10	15	5	3	.	-12	-1	0	-14	-5	3
10	C=CCN1C(=O)S/C(=C/c2ccsc2)C1=O	-79	-6	-24	-44	6	2	-28	-15	-41	4	10
11	CCOC(=O)N1CCN(C(=O)c2cc3c(ccc4ccccc43)oc2=O)CC1	-2	1	5	3	-2	-3	10	-4	5	4	17
12	Cc1cc(NC(=O)COC(=O)c2c(C)noc2C)ccc1Br	-15	-8	3	-2	5	0	-7	-11	11	-4	4
13	Cc1cc(NC(=O)CCC(=O)N(CCC(C)C)C(C(=O)NC2CCCC2)c2cccnc2)no1 (stereo not drawn)	-4	6	13	3	21	-8	-22	-3	-7	-3	-5
14	COc1ccc(OC)c(NC(=O)Cn2cc(C(=O)c3ccco3)c3ccccc32)c1	-37	-18	15	-2	-12	-9	15	5	19	-9	3
15	COc1cc(OC)nc(NC(=O)CSc2nc3ccccc3o2)n1	0	-3	18	-24	9	-17	7	0	3	2	0
16	N/C(=N\OC(=O)c1ccc(Cl)cc1)c1cccnc1	-46	91*	-21	-66	.	-27	-61	-42	-112	1	-95
17	Cc1cccc(NC(=O)c2cc3ccccc3o2)c1	-75	44	-54	-38	-4	-1	-117	-58	-87	12	-202
18	Cc1ccc(CN(C(=O)c2ccco2)C2CCS(=O)(=O)C2)cc1 (stereo not drawn)	-14	-6	-8	-46	11	-7	4	-8	7	-3	-2
19	CCOc1ccccc1NC(=O)CSc1nc2c(c(=O)n(C)c(=O)n2C)n1C	-6	8	2	-2	5	0	-16	-11	-17	-10	16
20	O=C(CNC(=O)Cc1ccccc1)NCc1cccs1	-3	-7	-9	21	-1	-1	7	0	-5	-13	8
21	Cc1coc2c1c(C)cc1oc(=O)c(Cc3ccccc3)c(C)c12	35	-9	9	-5	26	-6	11	-12	1	-3	-7
22	Cc1ncoc1C(=O)NC1CC(C)(C)Cc2c1cnn2-c1ccccc1 (stereo not drawn)	2	2	5	-13	-5	-12	-25	3	-54	-13	9
23	Cc1nc2ccc(Oc3ccccc3)cc2s1	-54	4	-11	-35	-1	2	-12	-7	-21	2	-4
24	CCN(CC)S(=O)(=O)c1ccc(C)c(NC(=O)CSc2nc3ccc(C)cc3[nH]2)c1	8	-1	3	-2	-9	3	-8	-8	-7	-6	5
25	CCOCCCNC(=O)CS(=O)(=O)Cc1nc(-c2cccc(OC)c2)oc1C	-8	0	-14	26	0	-3	8	-8	8	-9	14
26	CCCCOC(=O)/C=C\C(=O)NC(N)=O	-4	0	-34	2	-5	8	-13	2	-35	3	15
27	S=C(NNc1ccnc2cc(Cl)ccc12)Nc1ccc(Cl)cc1Cl	19	23	6	-16	1	-3	-2	11	7	0	-5
28	O=c1c2cc(Cl)ccc2[nH]c(=S)n1Cc1ccccn1	-12	21	-14	-32	-6	-1	1	-6	-7	-8	-9
29	CCOc1ccc(N(CC(=O)Nc2ccc(C)c(C)c2)S(=O)(=O)c2c(C)[nH]c(=O)[nH]c2=O)cc1	-19	-8	-7	9	2	3	20	-1	-23	6	2
30	O=C(O)CCN1C(=O)c2ccc(NC(=O)CSc3ccc(Cl)cc3)cc2C1=O	-10	4	17	-20	-3	4	-11	2	-2	-6	9
31	O=C(NC1CCCCCC1)c1ccc([N+](=O)[O-])s1	-41	6	-11	-18	-6	1	-6	-13	11	-10	-35
32	COc1ccc(CCNC(=O)CSc2ccc(-c3ccco3)nn2)cc1OC	-2	18	13	-9	-1	-3	9	-11	-18	4	-9
33	COc1cc(C2C(C#N)=C(N)Oc3cc(C)oc(=O)c32)ccc1OC(=O)N1CCOCC1 (stereo not drawn)	-4	-8	5	-17	-1	-2	-1	2	-35	-3	-8
34	Cc1nc(N)[nH]c(=O)c1CC(=O)OCCCl	-12	4	-14	13	2	-7	3	2	-3	6	11
35	C=CCN1C(=O)c2ccc(C(=O)N(C)CC(=O)Nc3ccccc3Br)cc2C1=O	-36	-9	4	9	8	-4	-2	3	-4	3	-17
36	COc1ccc(NC(=O)COC(=O)c2ccc(-n3nc(C)cc3C)cc2)cc1OC	34	-14	1	-32	-2	11	-7	5	-7	-9	-2
37	COCOc1ccc(C=O)c(OCOC)c1	14	3	6	3	-5	-12	4	-5	-1	3	-13
38	C[C@@H]1CN([C@@H](C)CO)S(=O)(=O)c2ccc(Br)cc2O[C@H]1CN(C)Cc1ccncc1	-7	-10	4	-10	-9	5	-18	-28	2	-3	8
39	COc1ccc(C(O)P(=O)(OC(C)C)OC(C)C)c(OC)c1 (stereo not drawn)	13	2	4	-18	-2	0	9	-5	4	-7	-8
40	COCCCNC(=O)C1CC(=O)N(Cc2ccc(OC)cc2)C1 (stereo not drawn)	9	22	4	6	6	2	14	2	3	-5	3
41	O=C(CSc1nnc(Cc2cc(=O)[nH]c(=O)[nH]2)n1-c1ccc(F)cc1)N1CCCCC1	2	-9	-3	-7	20	-9	-9	-6	-3	10	-25
42	COc1ccccc1OCCNC(=O)c1cccc(S(=O)(=O)N2CCN(Cc3ccccc3)CC2)c1	20	9	3	4	-11	6	-7	4	-14	-8	-29
43	CCOC(=O)c1nn(-c2ccc(Cl)cc2)c2nnc(Cc3ccc(C)cc3)c(=O)n12	11	-9	3	-32	5	-11	10	6	2	1	-1
44	CC(=O)c1ccc(N(CC(=O)NCC2CCCO2)C(=O)CCC(=O)Nc2cc(C)on2)cc1 (stereo not drawn)	5	5	-7	-17	8	3	-8	-24	10	3	-4
45	C/C(=N\S(=O)(=O)c1ccc(C)cc1)N1CCN(S(=O)(=O)c2ccccc2)C1	6	-3	2	-4	4	-1	12	-10	3	3	22
46	Cc1cccc(C)c1NC(=O)C1(NC(=O)C2CCCN2C(=O)OC(C)(C)C)CCCCC1 (stereo not drawn)	-12	-4	-10	29	2	-12	-12	8	-9	-3	-4
47	CC1CCC2(CC1)NC(=O)c1ccccc1O2 (stereo not drawn)	1	-9	8	-7	1	-14	24	-19	-12	8	-11
48	COc1ccc(NC(=S)/N=C(\N)Nc2nc(C)c3ccc(C)cc3n2)cc1	14	20	-1	-38	-8	-8	12	9	10	-4	6
49	Cc1ccccc1N=Cc1cc2c(cc1O)OC(N)=C(C#N)C2c1ccccc1 (stereo not drawn)	-26	17	36	13	3	-14	12	7	10	8	-2
50	Cc1ccc(-c2nc3ccc(C(=O)O)cc3nc2-c2ccc(C)cc2)cc1	4	-14	15	-24	0	2	11	-7	-7	3	-26
51	COc1ccc([N+](=O)[O-])cc1NC(=O)c1ccc(N(Cc2ccccc2Cl)S(C)(=O)=O)cc1	24	13	20	16	-6	0	2	-5	-7	3	2
52	Cc1nn(C(C)C(=O)NCCc2ccccc2)c(=O)c2cc3occc3n12 (stereo not drawn)	-14	10	4	-1	-1	-8	12	0	4	0	-15
53	O=C(CSc1nc2ccccc2c(=O)n1CC1CCCCC1)N1CCOCC1	-16	-5	-10	0	-5	4	2	-2	-8	7	9
54	Cc1nn(C)cc1C(C(=O)NC1CCCCC1)N(C(=O)c1cnccn1)c1ccc(Oc2ccccc2)cc1 (stereo not drawn)	-1	-15	3	-18	4	-9	16	-3	0	-4	7

Nos. 40 through 51 of the list above:
no.	Compound	TROY signal inh	TRAIL sens C8	NR2F2 inh	SRC2 inh	Vif inh	NOD2 RIPK2 PPI	NCOA3 inh	LMP1 NFkB inh	NCOA1 inh	TLR9-MyD88 inh	LRH-1 inv ag
40	COCCCNC(=O)C1CC(=O)N(Cc2ccc(OC)cc2)C1 (stereo not drawn)	9	22	4	6	6	2	14	2	3	-5	3
41	O=C(CSc1nnc(Cc2cc(=O)[nH]c(=O)[nH]2)n1-c1ccc(F)cc1)N1CCCCC1	2	-9	-3	-7	20	-9	-9	-6	-3	10	-25
42	COc1ccccc1OCCNC(=O)c1cccc(S(=O)(=O)N2CCN(Cc3ccccc3)CC2)c1	20	9	3	4	-11	6	-7	4	-14	-8	-29
43	CCOC(=O)c1nn(-c2ccc(Cl)cc2)c2nnc(Cc3ccc(C)cc3)c(=O)n12	11	-9	3	-32	5	-11	10	6	2	1	-1
44	CC(=O)c1ccc(N(CC(=O)NCC2CCCO2)C(=O)CCC(=O)Nc2cc(C)on2)cc1 (stereo not drawn)	5	5	-7	-17	8	3	-8	-24	10	3	-4
45	C/C(=N\S(=O)(=O)c1ccc(C)cc1)N1CCN(S(=O)(=O)c2ccccc2)C1	6	-3	2	-4	4	-1	12	-10	3	3	22
46	Cc1cccc(C)c1NC(=O)C1(NC(=O)C2CCCN2C(=O)OC(C)(C)C)CCCCC1 (stereo not drawn)	-12	-4	-10	29	2	-12	-12	8	-9	-3	-4
47	CC1CCC2(CC1)NC(=O)c1ccccc1O2 (stereo not drawn)	1	-9	8	-7	1	-14	24	-19	-12	8	-11
48	COc1ccc(NC(=S)/N=C(\N)Nc2nc(C)c3ccc(C)cc3n2)cc1	14	20	-1	-38	-8	-8	12	9	10	-4	6
49	Cc1ccccc1N=Cc1cc2c(cc1O)OC(N)=C(C#N)C2c1ccccc1 (stereo not drawn)	-26	17	36	13	3	-14	12	7	10	8	-2
50	Cc1ccc(-c2nc3ccc(C(=O)O)cc3nc2-c2ccc(C)cc2)cc1	4	-14	15	-24	0	2	11	-7	-7	3	-26
51	COc1ccc([N+](=O)[O-])cc1NC(=O)c1ccc(N(Cc2ccccc2Cl)S(C)(=O)=O)cc1	24	13	20	16	-6	0	2	-5	-7	3	2

Not all compounds are listed, so the mix of outcomes need not match the whole.
